LYPLA1 counter: LYPLA1 (human) inhibition in PME1 counter-screen; recombinant LYPLA1, FP-Rh probe fluorescence polarization; inhibition, % at 5.9 µM; actives 0.16% (n = 320,000); AID 2174;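 active means inhibition above the mean of all tested compounds plus 3 SD, set per campaign, cut at about 14% in these data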;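 further: inhibitors block serine hydrolase probe labeling of LYPLA1 so polarization falls; 0% = enzyme with DMSO and 100% = wells lacking LYPLA1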
PAFAH1B3 FP inh: inhibitors of human PAFAH1B3; Q15102; recombinant PAFAH1B3, FP-rhodamine probe, fluorescence polarization; inhibition, % at 3.39 µM; actives 0.28% (n = 340,000); AID 492972;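 active means inhibition above the screen-wide average of all tested compounds plus 3 SD, cut at about 25% in these data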;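 further: 0% = enzyme with DMSO only and 100% = wells lacking PAFAH1B3 protein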
Target sequence (Q15102 whole entry, looked up): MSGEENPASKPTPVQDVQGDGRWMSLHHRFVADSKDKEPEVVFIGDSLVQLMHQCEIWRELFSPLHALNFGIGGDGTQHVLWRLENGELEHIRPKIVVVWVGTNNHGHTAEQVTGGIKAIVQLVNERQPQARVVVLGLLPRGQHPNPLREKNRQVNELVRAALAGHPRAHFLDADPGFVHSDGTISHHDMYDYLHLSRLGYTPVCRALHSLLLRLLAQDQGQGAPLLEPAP
PAD4 inh: blocks human protein arginine deiminase 4. Q9UM07. recombinant PAD4, RCA probe fluorescence polarization. inhibition, % at 6.36 µM. actives 0.41% (n = 330,000);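 active means percent inhibition above a cutoff equal to the mean of all tested compounds plus 3 SD, cut at about 15% in these data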;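 further: 0% = PAD4 with RCA probe and DMSO and 100% = probe without PAD4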
PAFAH2 inh: PAFAH2 (human) inhibition | Q99487 | recombinant PAFAH2, FP-rhodamine activity probe, fluorescence polarization | inhibition, % at 3.39 µM | actives 0.99% (n = 340,000) | AID 492956;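 active means inhibition above the mean over all tested compounds plus 3 SD, cut at about 30% in these data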;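 further: inhibitors block probe labeling of enzyme so polarization drops; 0% = enzyme with DMSO and 100% = wells lacking PAFAH2 protein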
PME-1 primary: PME-1 (human) inhibition. Q9Y570. recombinant PME-1, FP-Rh probe fluorescence polarization. inhibition, % at 5.9 µM. actives 0.53% (n = 320,000);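 active means inhibition above the campaign mean of all compounds plus 3 SD, cut at about 26% in these data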;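 further: competitive labeling of PME-1 active site by serine hydrolase directed probe; 0% = PME-1 with DMSO and 100% = wells lacking PME-1 enzyme; inhibitors block probe labeling so polarization falls and inhibition rises; many of its hits are not listed in these tables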
PAFAH1B2 inh: blocks human PAF acetylhydrolase 1b catalytic subunit 2. P68402. recombinant PAFAH1B2, FP-rhodamine activity probe, fluorescence polarization. inhibition, % at 3.39 µM. actives 1.2% (n = 340,000). AID 492953;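 active means inhibition above the mean of all tested compounds plus 3 SD, cut at about 24% in these data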;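 further: 0% = enzyme with DMSO and 100% = wells lacking PAFAH1B2; many of its hits are not listed in these tables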
Target sequence (P68402 whole entry, looked up): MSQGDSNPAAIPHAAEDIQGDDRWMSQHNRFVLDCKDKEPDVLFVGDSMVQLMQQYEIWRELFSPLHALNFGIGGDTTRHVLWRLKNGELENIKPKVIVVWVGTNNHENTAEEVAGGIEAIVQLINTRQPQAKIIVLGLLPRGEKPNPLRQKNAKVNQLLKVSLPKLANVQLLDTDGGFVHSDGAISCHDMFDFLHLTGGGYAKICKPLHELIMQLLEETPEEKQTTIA
LYPLA2 inh: counter-screen for PME1 inhibitors: inhibitors of human LYPLA2; recombinant LYPLA2, FP-Rh probe fluorescence polarization; inhibition, % at 5.9 µM; actives 0.38% (n = 320,000); AID 2177;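 active means inhibition above the screen-wide mean plus 3 SD, limit set per campaign, cut at about 26% in these data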;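 further: 0% = LYPLA2 with DMSO and 100% = wells lacking LYPLA2 enzyme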
Target sequence (O95372 whole entry, looked up): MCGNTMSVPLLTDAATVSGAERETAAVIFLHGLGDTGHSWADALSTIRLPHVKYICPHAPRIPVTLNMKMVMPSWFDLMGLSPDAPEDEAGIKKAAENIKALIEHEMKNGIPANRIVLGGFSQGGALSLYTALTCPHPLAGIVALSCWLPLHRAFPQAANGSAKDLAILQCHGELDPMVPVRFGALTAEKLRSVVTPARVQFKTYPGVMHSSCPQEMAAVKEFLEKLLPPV
pPAFAH inh: pPAFAH (human) enzyme inhibition; Q13093; recombinant pPAFAH, FP-rhodamine probe fluorescence polarization; inhibition, % at 3.39 µM; actives 1.5% (n = 330,000); AID 463082;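 active means inhibition above the mean inhibition across the screen plus 3 SD, cut at about 25% in these data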;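 further: inhibitors block binding of the rhodamine activity-based probe so polarization drops; 0% = enzyme with DMSO and 100% = wells lacking pPAFAH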
GSTO1 counter: GSTO1 inhibition, counter-screen for RBBP9 inhibitors; inhibition, % at 5.96 µM; AID 1974; P78417; recombinant GSTO1, activity-based probe fluorescence polarization; actives 1.1% (n = 300,000);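 active means inhibition above the campaign mean inhibition plus 3 SD, cut at about 35% in these data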;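 further: 0% = GSTO1-1 with DMSO and 100% = wells lacking GSTO1-1 enzyme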
Target sequence (P78417 whole entry, looked up): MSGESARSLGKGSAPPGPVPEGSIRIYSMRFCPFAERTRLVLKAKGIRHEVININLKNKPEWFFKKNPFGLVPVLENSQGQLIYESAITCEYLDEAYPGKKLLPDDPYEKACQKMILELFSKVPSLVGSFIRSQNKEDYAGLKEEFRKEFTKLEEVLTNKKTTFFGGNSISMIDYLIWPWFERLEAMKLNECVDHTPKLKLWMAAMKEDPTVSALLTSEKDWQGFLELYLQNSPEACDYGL
Numbers without * were called inactive; . = no result given. Only part of the results is shown; count on the stated rates, not on these rows.

SMILES	LYPLA1 counter	PAFAH1B3 FP inh	PAD4 inh	PAFAH2 inh	PME-1 primary	PAFAH1B2 inh	LYPLA2 inh	pPAFAH inh	GSTO1 counter
Oc1ccc(Oc2ccc3c(C(F)(F)F)cc(C(F)(F)F)nc3n2)cc1	3	16	-2	-3	-5	-8	1	11	3
Cc1ccc(NC(=O)Cc2ccccc2)c(C)c1	-1	.	1	.	-1	.	-2	2	5
COc1ccc(C2(C)NC(=O)N(Cc3cc(Cl)cc4c3OCOC4)C2=O)cc1OC (stereo not given)	3	1	-8	2	-2	-1	5	4	0
CCOC(=O)c1sc(NC(=O)CC)nc1C	-3	12	-3	3	6	4	-1	-4	2
OC(c1ccccn1)(c1ccccn1)c1ccccn1	1	3	0	-2	-3	2	-3	-4	0
COc1ccc(S(=O)(=O)N2CCN(Cc3ccc(OC)c(OC)c3)CC2)cc1	1	13	0	2	2	-4	0	-6	10
Cc1ccc(-n2c(SCC(=O)NCc3ccco3)nc3c(sc4ccccc43)c2=O)cc1	-9	1	0	4	-12	-6	-14	4	-6
O=C1c2ccccc2S(=O)(=O)N1Cc1ccccc1[N+](=O)[O-]	0	10	-1	-5	4	2	9	6	7
CCc1ccc(C(=O)C(C)OC(=O)CNS(=O)(=O)c2ccc(C)cc2)cc1 (stereo not given)	0	2	-1	3	-2	2	2	8	-4
Cc1ccccc1OCC(=O)N1N=C(c2cccnc2)CC1(O)C(F)(F)F (stereo not given)	-6	11	2	4	9	1	-5	1	0
COC(=O)c1ccc(NC(=S)NCCCN2CCCC2=O)cc1	-3	4	2	-6	-2	4	-6	-1	6
COc1ccc(NS(=O)(=O)c2ccc(OC)c(NC(=O)CCC3CCCCC3)c2)cc1	-10	4	1	-6	10	10	-17	29*	5
CCOC(=O)c1ccc(NC(=O)CSc2nc(C)nc3c2c(=O)n(C)c(=O)n3C)cc1	0	7	5	-8	4	3	2	-2	1
Cc1ccc(C(C2=C(O)CC(C)(C)CC2=O)C2C(=O)CC(C)(C)CC2=O)o1 (stereo not given)	-4	6	2	6	2	4	-1	-1	8
CCC(C)(C)NC(=O)C(c1ccccc1F)N(Cc1ccco1)C(=O)Cn1nnc2ccccc21 (stereo not given)	0	1	-2	4	-3	3	-1	10	0
CN1CCN(C(=O)c2ccccc2-c2nc(-c3ccccc3)no2)CC1	-2	-2	-5	2	-4	0	-6	5	-1
O=C1NCCCC1C(=O)N/N=C/c1ccc(Cl)cc1 (stereo not given)	1	5	3	2	4	6	0	3	13
COCCN(C(=O)c1ccc(N2CCCC2=O)cc1)c1c(N)n(CC(C)C)c(=O)[nH]c1=O	-3	3	-3	12	-1	3	5	0	.
Clc1ccc(-c2nnc(-c3ccc(Br)o3)o2)c(Cl)c1	0	-1	-2	-7	-6	-5	0	1	6
CCOC(=O)N1CCN(C(=O)CSc2nnc(-c3c[nH]c4ccccc34)n2CCOC)CC1	0	-2	-3	-8	0	-6	-3	2	3
O=C(NC1CCCC1)c1ccc2c(c1)N(Cc1ccccc1)CCS2	-3	4	3	6	6	2	8	3	-3
Cn1c(-c2cccc(OCc3ccccc3)c2)nc2c1c(=O)[nH]c(=O)n2Cc1ccccc1	5	1	-3	-5	2	2	6	5	9
N/C(=N\N=C\c1ccco1)SC1CC(=O)N(c2ccc(C(=O)O)cc2)C1=O (stereo not given)	-3	9	-3	7	6	2	-5	1	-12
CCOCCn1cnc2sc(C(=O)NCCCN3CCOCC3)c(C)c2c1=O	-3	1	-3	12	1	8	-9	4	6
COc1cccc(C(C(=O)NCC2CCCO2)N(C(=O)Cn2nnc3ccccc32)c2ccc(NC(C)=O)cc2)c1OC (stereo not given)	1	0	-1	2	0	1	0	-2	1

Following part.
SMILES	LYPLA1 counter	PAFAH1B3 FP inh	PAD4 inh	PAFAH2 inh	PME-1 primary	PAFAH1B2 inh	LYPLA2 inh	pPAFAH inh	GSTO1 counter
NC(=O)C1CCCN(Cc2ccc(Cl)cc2)C1 (stereo not given)	0	5	-2	1	-5	3	7	2	0
COc1ccccc1CCNC(=O)c1ccc2nc[nH]c2c1	-3	6	-2	4	3	6	1	12	2
Cc1cccc(CS(=O)(=O)Cc2ccc(C(=O)NC3CCCC3)o2)c1	1	9	1	10	-3	6	-4	13	0
CSc1c(CC(=O)Nc2ccccc2)n(C)c2ccccc12	0	10	2	0	-4	1	-1	5	4
S=C(NCCc1ccccc1)Nc1cnc2ccccc2c1	-4	3	-4	-8	3	0	-6	-6	-2
Cc1cc(C(=O)CN2C(=O)NC3(CCCCC3C)C2=O)c(C)n1Cc1cccs1 (stereo not given)	3	-2	0	4	1	3	2	10	3
CCCCn1nc(C(=O)NCC2COc3ccccc3O2)c2ccccc2c1=O (stereo not given)	-1	-7	0	-10	1	4	-1	1	.
COc1ccc(CCNC(=O)CCc2ccccc2)cc1OC	0	.	4	.	5	.	4	2	0
CCCOc1ccc(-c2nc(C#N)c(NCCCn3ccnc3)o2)cc1	-1	9	0	0	-1	4	0	5	6
CC(=O)c1ccc(NC(=O)CC2Nc3cccc4cccc(c34)NC2=O)cc1 (stereo not given)	-6	19	-8	-3	12	13	-3	15	41*
Cc1nc(/N=C(\N)NC(=O)N2c3ccccc3Sc3ccccc32)nc2ccccc12	-8	-5	-6	-3	-10	-4	-11	8	1
O=C(NCc1ccccc1Cl)c1ccc(S(=O)(=O)N2CCCC2)cc1	2	0	3	-3	2	-3	7	6	.
CCn1cc(C(=O)O)c(=O)c2cc(F)c(N3CCN(C(=S)NC(=O)c4ccccc4F)CC3)cc21	3	0	-2	1	-5	-3	4	1	-7
CSc1nsc(SCC(=O)Nc2nc3ccc(C)cc3s2)n1	-7	-4	-7	-3	-18	-2	-13	-1	3
CCc1ccccc1NCC(=O)Nc1ccccc1C(=O)OC	0	4	1	1	5	7	0	-2	3
COc1ccc(/C=C2\CC/C(=C\c3ccc(OC)cc3OC)C2=O)c(OC)c1	-3	-4	-3	-10	-15	-2	0	-1	2
O=C(c1ccc2c(c1)OCO2)N1CCOCC1	1	0	0	-4	2	0	2	-3	2
CC(=O)Nc1ccc2nc(-c3cccnc3)[nH]c2c1	2	6	-6	1	2	-3	-4	-2	-4
CC(C)(C)OC(=O)N1CCN(c2ccc(CNC(=O)c3ccc(Cl)cc3)cc2)CC1	-3	6	0	-10	-1	2	17	2	4
O=C(O)CCc1ccc(-c2cccs2)n1NC(=O)c1cccs1	-3	4	-4	4	-2	5	-3	-4	15
CCc1ccccc1Nc1nc(N)nc(COC(=O)CCNS(=O)(=O)c2ccccc2)n1	1	3	-3	3	-2	2	-2	23	-8
c1ccc(C2(CN3CCNC[C@@H]3CC3CCCCC3)CC2)cc1	.	-2	-7	-1	.	3	.	2	.
COc1cc2c(cc1OC)CN(C(=O)c1cc(S(=O)(=O)N3CCOCC3)ccc1C)CC2	4	4	-9	3	0	-2	-3	-7	-8
O=C(Nc1ccc(F)c(F)c1)c1ccccc1-c1ccccc1	-1	-3	-4	4	1	0	-2	6	4
COc1ccc(CCC(=O)Nc2nc3c(s2)CN(C)CC3)cc1OC	-5	4	6	-6	-2	3	-1	1	-1

The listing continues:
SMILES	LYPLA1 counter	PAFAH1B3 FP inh	PAD4 inh	PAFAH2 inh	PME-1 primary	PAFAH1B2 inh	LYPLA2 inh	pPAFAH inh	GSTO1 counter
Cc1ncn(-c2ccc(C(=O)Oc3ccccc3)cn2)n1	0	2	2	9	6	6	3	5	9
CN1CCN(CCCNC(=O)Cn2ncc3c4ccccc4n(C)c3c2=O)CC1	1	6	4	6	1	4	-2	2	1
COc1ccc(/C=N/NC(=O)c2[nH]nc3c2CCc2ccccc2-3)cc1OC	-3	-2	-1	-3	-17	-3	-18	9	-9
CCOc1ccc(C(=O)NCCCN2CCOCC2)cc1OCC	0	3	-5	6	-1	4	-11	1	2
O=c1[nH]c(-c2ccccc2)cnc1-c1ccccc1	0	.	-1	.	-6	.	7	1	4
O=C(CCS(=O)(=O)c1ccccc1)Nc1ccc(S(=O)(=O)Nc2nccs2)cc1	.	-2	-1	1	.	2	.	6	.
COC(=O)N1C(=O)[C@@](c2ccccc2)(C(C)C)N1C(=O)OC	0	5	-3	5	11	4	3	7	3
COc1ccc(CC(=O)NCc2n[nH]c(=S)n2-c2cccc(C)c2)cc1	0	2	1	7	-2	18	-3	2	0
O=C(COC(=O)c1cc[n+]([O-])cc1)Nc1ccc(Cl)cc1Cl	.	1	-1	5	.	7	.	8	.
COc1ccc(C(=O)Cc2ccccc2)cc1OC	-1	8	3	-4	-1	-2	-2	-3	6
O=C(NCCCn1ccnc1)c1ccc(NS(=O)(=O)c2ccc(Cl)c(Cl)c2)cc1	2	8	4	6	3	4	6	0	10
COC(=O)CN1C(=O)CC(C)(C)S(=O)c2ccccc21 (stereo not given)	3	5	4	-3	2	0	3	8	3
Cc1ccc(C2=N/C(=C\c3c(C)nn(-c4ccccc4)c3N3CCCC3)C(=O)O2)cc1	-1	-1	0	-5	2	7	7	8	5
COc1cccc2oc3ccc(C#CC4(N)CCCCC4)cc3c(=O)c12	-1	12	-1	-6	-10	-7	-4	-10	-6
Cc1oc2nc(SCC(=O)Nc3ccc(S(N)(=O)=O)cc3)nc(NC(=O)c3ccccc3)c2c1C	-18	-11	-8	-22	-28	-9	-38	-9	-8
CCC(C)c1ccccc1N1CC(C(=O)Nc2ccccc2N2CCCC2)CC1=O (stereo not given)	3	4	2	3	13	7	3	-1	2
COc1cc(OC)c(S(=O)(=O)N2CCOCC2)cc1S(=O)(=O)N1CCOCC1	1	0	-2	-8	3	-1	4	2	1
Cc1ccc(C)c(NC(=O)CSc2nnc(CSc3nc(C)cc(C)n3)n2Cc2ccco2)c1	3	7	0	-8	1	0	5	2	1
O=C(CCc1ccccc1)N=C1SC2CS(=O)(=O)CC2N1Cc1ccc(F)cc1 (stereo not given)	3	3	-5	3	-2	2	7	2	4
O=C(OCC(=O)N1CCN(C(=O)c2ccco2)CC1)c1ccccc1NCCO	1	7	-1	3	-4	3	-5	-2	-2
Cc1ccc(S(=O)(=O)N2CCNC(=O)CC2)cc1	-5	8	-4	0	-4	-1	1	-1	3
Cn1c(N)c(S(=O)(=O)NCc2ccccc2Cl)c(=O)n(C)c1=O	-4	5	7	-9	-6	-1	-1	4	4
CCCc1ccc(C(C)NC(=O)c2cnccn2)cc1 (stereo not given)	-1	-3	-4	-1	3	5	0	11	4
CCOC(=O)N1CCC(Nc2c(NCCN3CCN(c4cccc(Cl)c4)CC3)c(=O)c2=O)CC1	2	3	0	4	-6	0	0	2	9
c1ccc2[nH]c(-c3ccncc3)nc2c1	3	2	0	8	-5	-3	2	-1	6
O=C(NC1CCCCC1)C(=S)N1CCOCC1	1	12	3	0	11	1	3	5	-2
O=C(O)c1cn[nH]c1-c1cccc([N+](=O)[O-])c1	3	7	-8	5	-4	1	6	7	-6
C/C=C(\C)c1nnc(NC(=O)c2ccco2)s1	1	14	0	4	2	6	4	0	11
CNC(=O)c1nc(C)n(-c2cc(Cl)cc(Cl)c2)n1	3	6	4	3	3	2	5	6	1
COc1ccc(CNc2ccc(-c3ccc(OC)cc3)nn2)cc1	-2	2	-2	3	-2	-1	-1	0	2

Source: PubChem
